Tat transport = E. coli Tat export inhibitors, primary screen, MC4100, TorA-mCherry reporter, fluorescence, single point. inhibition, % at 10 µM. actives 0.036% (n = 340,000). AID 488895, 2010;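 active means mean replicate inhibition at least 50% and at least half of replicates individually reaching 50%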;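 further: exported cargo escapes ClpAP degradation while cytoplasmic cargo is degraded and loses fluorescence; 0% = median of neutral control wells and 100% = median of NaSCN control wells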
CDK5 p35 inh = inhibitors of human CDK5/p35 kinase, primary screen, biochemical, single concentration; Cyclin-dependent kinase 5 (Homo sapiens) + Cyclin-dependent kinase 5 activator 1 (Homo …; Recombinant CDK5/p35, ADP-Glo luminescence, 60 min; inhibition, % at 10 µM; actives 0.01% (n = 330,000);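 active means highest replicate inhibition of at least 50% and at least 75% of replicates reaching 50%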;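 further: plate controls were DMSO neutral control for no effect and GW8510 at 10 µM for full effect; many of its hits are not listed in these tables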
AddAB inh = growth inhibition of E. coli expressing H. pylori AddAB, primary screen, AddAB inhibitor project, absorbance; inhibition, % at 11.9 µM; actives 0.29% (n = 330,000); AID 435030, 2010; in the data active means inhibition above about 12%;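 further: 0% = vehicle wells of infected cells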
SUMO Mot1 rescue = yeast Mot1-301 growth rescue at high temperature, primary screen, SUMOylation pathway inhibitor project, S. cerevisiae, ATP luminescence, 38.5C | S. cerevisiae Mot1-301 growth rescue; percent above DMSO median, 100 means doubled | growth rescue, % at 18.8 µM | actives 1% (n = 320,000) | AID 2716, 2010;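 active means every valid replicate shows activation above 250% relative to neutral control wells; inactive means the rest, any valid replicate at or below 250%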;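 further: OY570 slx delta 5 strain wells were the positive control but not used for scaling; some compounds called inactive have numbers as strong as hits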
Ecoli viability = E. coli V3065 growth inhibition, primary screen, counter-screen for AddAB inhibitor project, absorbance, OD600. 18 h. inhibition, % at 11.9 µM. actives 0.27% (n = 330,000). AID 449728, 2010;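 active means inhibition above the campaign's mean inhibition across all tested compounds plus 3 SD, cut at about 9.9% in these data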;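 further: uninfected addAB+ strain grown without phage in ampicillin broth; 0% = DMSO wells and 100% = ciprofloxacin 0.95 µg/ml wells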
HTR5A inv ctr = HTR5A inverse agonists in luminescence cell assay, primary screen, counter-screen for OPRM1-OPRD1 heterodimer inverse agonist project, full-deck HTS | actives 0.083% (n = 340,000) | inhibition, % at 9.3 µM | 5-hydroxytryptamine receptor 5A (Homo sapiens), P47898 | AID 504634, 2011 | HTR5A cell line, inverse agonism; in the data active means inhibition mostly above about 23%, no sharp cut-off; inactive means mostly below about 18%;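 further: 0% = cells with DMSO and 100% = no-cell wells with DMSO; some compounds called inactive have numbers as strong as hits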
HTR5A ag = HTR5A agonists in luminescence cell assay, primary screen, counter-screen for OPRM1-OPRD1 heterodimer agonist project, full-deck HTS | 5-hydroxytryptamine receptor 5A (Homo sapiens), P47898 | actives 0.61% (n = 340,000) | activation, % at 9.3 µM | cell-based; in the data active means activation mostly above about 9.5%, no sharp cut-off; inactive means mostly below about 7.6%;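 further: 0% = cells with vehicle only and 100% = reference agonist; strong numbers were not always called active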
PKA-R2B act = activators of PKA-R2B holoenzyme, primary screen, biochemical, fluorescence polarization, Cy5-IP20, human; cAMP-dependent protein kinase catalytic subunit beta (Homo sapiens) + cAMP-dependent …; PKA-R2B holoenzyme dissociation; R2B truncated from residue 108, S112A mutant; 0% DMSO only, 100% 113 µM cGMP; activation, % at 11.4 µM; actives 0.079% (n = 340,000); AID 504700, 2011;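 active means activation above a cutoff set at the mean over all compounds plus 3 SD, cut at about 18% in these data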;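 further: higher means more holoenzyme dissociation and a rise in polarization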
Target sequence (P31323 whole entry, looked up, other chains not shown, the tested form may be a part): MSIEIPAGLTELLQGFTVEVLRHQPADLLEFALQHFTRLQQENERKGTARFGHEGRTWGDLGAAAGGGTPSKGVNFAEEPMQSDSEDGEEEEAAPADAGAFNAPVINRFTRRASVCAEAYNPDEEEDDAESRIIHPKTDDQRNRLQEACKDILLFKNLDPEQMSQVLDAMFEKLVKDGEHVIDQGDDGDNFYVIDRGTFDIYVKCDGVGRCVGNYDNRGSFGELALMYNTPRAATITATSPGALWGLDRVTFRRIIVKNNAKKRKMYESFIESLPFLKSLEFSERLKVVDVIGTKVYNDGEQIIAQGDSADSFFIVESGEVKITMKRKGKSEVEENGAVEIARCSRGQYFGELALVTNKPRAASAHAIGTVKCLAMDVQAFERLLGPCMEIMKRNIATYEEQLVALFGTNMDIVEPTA
DAGLB inh = DAGLB lipase inhibitors, primary screen, biochemical, fluorescence, HTS. Diacylglycerol lipase-beta (Homo sapiens), Q8NCG7. HEK293T DAGLB membrane lysate, EnzChek fluorogenic substrate. inhibition, % at 5.17 µM. actives 0.059% (n = 340,000). AID 504411, 2011; in the data active means inhibition above about 34%;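 further: 0% = enzyme with vehicle and 100% = wells lacking enzyme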
Target sequence (Q8NCG7 whole entry, looked up): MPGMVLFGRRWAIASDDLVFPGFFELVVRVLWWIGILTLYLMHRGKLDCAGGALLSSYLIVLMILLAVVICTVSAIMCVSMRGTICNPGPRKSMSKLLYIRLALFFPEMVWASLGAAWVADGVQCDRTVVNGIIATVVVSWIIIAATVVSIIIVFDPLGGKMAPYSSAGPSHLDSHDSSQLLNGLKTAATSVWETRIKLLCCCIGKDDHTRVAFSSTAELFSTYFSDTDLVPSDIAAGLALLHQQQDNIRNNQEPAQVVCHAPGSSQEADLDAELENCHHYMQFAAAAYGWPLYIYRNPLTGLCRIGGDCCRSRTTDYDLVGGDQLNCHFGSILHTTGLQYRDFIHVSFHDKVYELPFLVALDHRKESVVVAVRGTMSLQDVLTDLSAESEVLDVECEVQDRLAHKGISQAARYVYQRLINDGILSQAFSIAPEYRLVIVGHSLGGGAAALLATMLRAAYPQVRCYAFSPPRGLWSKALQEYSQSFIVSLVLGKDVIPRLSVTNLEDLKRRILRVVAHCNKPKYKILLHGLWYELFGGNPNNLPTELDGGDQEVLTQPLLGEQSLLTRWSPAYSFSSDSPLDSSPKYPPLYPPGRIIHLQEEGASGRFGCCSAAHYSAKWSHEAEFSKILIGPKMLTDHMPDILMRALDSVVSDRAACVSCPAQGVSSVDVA
phage Ecoli inh = growth loss of phage-infected E. coli, primary screen, RecBCD inhibitor project, absorbance, with phage, HTS; inhibition, % at 11.9 µM; actives 0.26% (n = 360,000); in the data active means inhibition above about 11%
PKA-R1A act = activators of PKA-R1A holoenzyme, primary screen, biochemical, fluorescence polarization, Cy5-IP20, bovine R1A, mouse PKAc | cAMP-dependent protein kinase type I-alpha regulatory subunit (Bos taurus) + … | actives 0.083% (n = 340,000) | PKA-R1A dissociation; scaled: DMSO 0%, 113 µM cGMP 100% | activation, % at 11.4 µM | AID 504707, 2011;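 active means percent activation above the mean of all tested compounds plus 3 SD, cut at about 19% in these data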;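 further: higher means more PKAc released from R1A so a rise in polarization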
* = called active by the depositor.

O=C(CSc1n[nH]c(-c2ccccn2)n1)Nc1ccccc1F was read as Tat transport 1, CDK5 p35 inh -0.1, AddAB inh -1.0, SUMO Mot1 rescue 3, Ecoli viability -4.1, HTR5A inv ctr -4, HTR5A ag 1, PKA-R2B act -12, DAGLB inh -2, phage Ecoli inh -5.2 and PKA-R1A act -4.
CCCCCCC(C)n1cc(C(C)=O)c(=O)n(C)c1=O (stereo unspecified) was read as Tat transport 6, CDK5 p35 inh -0.9, AddAB inh 2.8, SUMO Mot1 rescue -34, Ecoli viability -0.3, HTR5A inv ctr 8, HTR5A ag -2, PKA-R2B act -3, DAGLB inh 2, phage Ecoli inh 4.0 and PKA-R1A act 3.
Cc1cc(C(=O)NNC(=S)NCc2ccccc2)cs1 was read as Tat transport -2, CDK5 p35 inh -3.5, AddAB inh 0.2, SUMO Mot1 rescue -15, Ecoli viability -1.5, HTR5A inv ctr 8, HTR5A ag -3, PKA-R2B act -7, DAGLB inh 1, phage Ecoli inh -0.4 and PKA-R1A act -3.
`CC(C)(C)C(=O)NC(=S)NNC(=O)c1ccc(Cl)cc1Cl` gave Tat transport -19, CDK5 p35 inh 1.5, AddAB inh -4.0, SUMO Mot1 rescue 135, Ecoli viability -1.8, HTR5A inv ctr 13, HTR5A ag -4, PKA-R2B act -13, DAGLB inh -2, phage Ecoli inh -2.9 and PKA-R1A act 1.
For CN(C(=O)COC(=O)Cc1ccc(Cl)cc1)C1CCCCC1 the results were Tat transport -9, CDK5 p35 inh -0.2, AddAB inh 0.3, SUMO Mot1 rescue 13, Ecoli viability 1.2, HTR5A inv ctr -5, HTR5A ag 1, PKA-R2B act 7, DAGLB inh -3, phage Ecoli inh -0.8 and PKA-R1A act 6.
Screening CCC1C/C(=C/c2cccs2)C(=O)/C(=C/c2cccs2)C1 (stereo unspecified) returned Tat transport -4, CDK5 p35 inh 0.8, AddAB inh -1.8, SUMO Mot1 rescue 3, Ecoli viability -2.5, HTR5A inv ctr 1, HTR5A ag 1, PKA-R2B act 0, DAGLB inh -16, phage Ecoli inh 1.6 and PKA-R1A act -3.
Screening Cc1ccccc1CN1CCN(C2CCC2)CC1CCO (stereo unspecified) returned Tat transport -7, CDK5 p35 inh 2.9, AddAB inh 0.2, SUMO Mot1 rescue 19, Ecoli viability 1.1, HTR5A inv ctr -10, HTR5A ag 3, PKA-R2B act 4, DAGLB inh 0, phage Ecoli inh 1.8 and PKA-R1A act -2.
COc1ccc(C(=O)Nn2c(C3CCC3)nc3ccccc3c2=O)c(OC)c1 was read as Tat transport 5, CDK5 p35 inh 0.7, AddAB inh 0.5, SUMO Mot1 rescue -18, Ecoli viability -1.1, HTR5A inv ctr -8, HTR5A ag -1, PKA-R2B act -12, DAGLB inh -1, phage Ecoli inh 3.4 and PKA-R1A act 7.
`COc1ccccc1NS(=O)(=O)c1cc2c3c(c1)CCN3C(=O)CC2` gave Tat transport -4, CDK5 p35 inh 1.7, AddAB inh 0.9, SUMO Mot1 rescue -20, Ecoli viability -1.8, HTR5A inv ctr -8, HTR5A ag 3, PKA-R2B act -7, DAGLB inh -2, phage Ecoli inh 2.0 and PKA-R1A act 5.
CCc1ccc(OCC(=O)Nc2ccc(N3CCN(C(=O)c4ccccc4)CC3)cc2)cc1 was read as Tat transport 3, CDK5 p35 inh -0.2, AddAB inh 1.0, SUMO Mot1 rescue 2, Ecoli viability 1.3, HTR5A inv ctr -3, HTR5A ag -2, PKA-R2B act -11, DAGLB inh 1, phage Ecoli inh -0.8 and PKA-R1A act -3.
COC(=O)c1cnc(N)s1 was read as Tat transport -2, CDK5 p35 inh 0.3, HTR5A inv ctr 9, HTR5A ag -2, PKA-R2B act -8, DAGLB inh -1, phage Ecoli inh 2.9 and PKA-R1A act -5.
Screening CCC(=O)Nc1cccc(-c2nnc(SCC(=O)c3ccccc3)n2C)c1 returned Tat transport -9, CDK5 p35 inh -0.4, AddAB inh 2.8, SUMO Mot1 rescue -3, Ecoli viability -0.1, HTR5A inv ctr -5, HTR5A ag -3, PKA-R2B act -12, DAGLB inh -1, phage Ecoli inh 5.6 and PKA-R1A act -10.
`CC1CCCC(C)N1C(=O)Cn1nnc(-c2ccc([N+](=O)[O-])cc2)n1` (stereo unspecified) gave Tat transport 1, CDK5 p35 inh -1.7, AddAB inh 0.2, SUMO Mot1 rescue -16, Ecoli viability -0.1, HTR5A inv ctr 5, HTR5A ag -2, PKA-R2B act -6, DAGLB inh 2, phage Ecoli inh -1.5 and PKA-R1A act -11.
For O=C(COc1ccc(Cl)cc1Cl)NC1CCSC1=O (stereo unspecified) the results were Tat transport -6, CDK5 p35 inh 2.3, AddAB inh 0.3, SUMO Mot1 rescue 101, Ecoli viability -2.6, HTR5A inv ctr 7, HTR5A ag -3, PKA-R2B act 12, DAGLB inh -2, phage Ecoli inh 1.8 and PKA-R1A act 6.
Cc1ccc(NC(=O)CCN2CCCCC2)cc1 was read as Tat transport -11, CDK5 p35 inh 0.5, AddAB inh -2.3, SUMO Mot1 rescue 117, Ecoli viability -0.8, HTR5A inv ctr 3, HTR5A ag -1, PKA-R2B act 0, DAGLB inh 3, phage Ecoli inh 3.8 and PKA-R1A act -1.
`CN1CCN(C(=O)c2cccc(S(=O)(=O)N3CCCCC3)c2)CC1` gave Tat transport 0, CDK5 p35 inh -1.4, AddAB inh 0.6, SUMO Mot1 rescue 9, Ecoli viability -0.1, HTR5A inv ctr 6, HTR5A ag -3, PKA-R2B act -5, DAGLB inh 1, phage Ecoli inh 1.5 and PKA-R1A act -1.
For CCOC(=O)C1CCCN(Cc2cccc(Cl)c2)C1 (stereo unspecified) the results were Tat transport 0, CDK5 p35 inh 1.5, AddAB inh 1.4, SUMO Mot1 rescue 4, Ecoli viability -1.2, HTR5A inv ctr -18, HTR5A ag 0, PKA-R2B act 4, DAGLB inh -2, phage Ecoli inh 2.2 and PKA-R1A act -4.
CC(C)(C)NC(=O)NC(=O)COC(=O)c1c(F)cccc1Cl was read as Tat transport -8, CDK5 p35 inh 0.0, AddAB inh 0.0, SUMO Mot1 rescue 31, Ecoli viability -1.3, HTR5A inv ctr -10, HTR5A ag 3, PKA-R2B act 3, DAGLB inh 0, phage Ecoli inh -0.6 and PKA-R1A act 2.
Screening CC(C(=O)O)c1ccc(C(=O)c2ccccc2)s1 (stereo unspecified) returned Tat transport 5, CDK5 p35 inh 1.3, AddAB inh -0.2, SUMO Mot1 rescue -3, Ecoli viability 0.9, HTR5A inv ctr 15, HTR5A ag -4, PKA-R2B act 3, DAGLB inh 4, phage Ecoli inh 4.9 and PKA-R1A act 2.
`CS(=O)(=O)N(CC(=O)N1CCN(c2ccccc2F)CC1)c1cccc(C(F)(F)F)c1` gave Tat transport 4, CDK5 p35 inh -0.1, AddAB inh 0.9, SUMO Mot1 rescue -3, Ecoli viability 0.6, HTR5A inv ctr 9, HTR5A ag -1, PKA-R2B act -8, DAGLB inh -3, phage Ecoli inh 1.1 and PKA-R1A act -3.
For CCOc1cc(S(=O)(=O)NCc2ccco2)c(OCC)cc1-n1cnnn1 the results were Tat transport -1, CDK5 p35 inh -3.5, AddAB inh 0.3, SUMO Mot1 rescue -22, Ecoli viability 0.4, HTR5A inv ctr 11, HTR5A ag -5, PKA-R2B act 7, DAGLB inh 0, phage Ecoli inh 0.8 and PKA-R1A act -10.
For Cn1c(=O)c(C(=O)NCc2ccccc2Cl)c(O)c2ccccc21 the results were Tat transport 7, CDK5 p35 inh 0.9, AddAB inh 1.0, SUMO Mot1 rescue 263, Ecoli viability 2.4, HTR5A inv ctr -12, HTR5A ag 3, PKA-R2B act -6, DAGLB inh -3, phage Ecoli inh 1.5 and PKA-R1A act -5.
`O=C(CN1CCN(c2nc(-c3ccccc3)cs2)CC1)Nc1ccc2c(c1)OCO2` gave Tat transport -3, CDK5 p35 inh -1.2, AddAB inh 0.5, SUMO Mot1 rescue 26, Ecoli viability 0.3, HTR5A inv ctr -20, HTR5A ag 5, PKA-R2B act -22, DAGLB inh -6, phage Ecoli inh -0.9 and PKA-R1A act -7.
Screening O=Cc1cccn1-c1cccnc1 returned Tat transport 0, CDK5 p35 inh 1.1, AddAB inh 1.3, SUMO Mot1 rescue 1, Ecoli viability 1.8, HTR5A inv ctr 13, HTR5A ag -5, PKA-R2B act 2, DAGLB inh -1, phage Ecoli inh 3.0 and PKA-R1A act -15.
O=C(/C=C/c1cccc([N+](=O)[O-])c1)OCC1CCCO1 (stereo unspecified) was read as Tat transport 1, CDK5 p35 inh 3.3, SUMO Mot1 rescue -9, HTR5A inv ctr -3, HTR5A ag 1, PKA-R2B act 3, DAGLB inh 1, phage Ecoli inh 2.9 and PKA-R1A act -8.
Screening O=C(CC(c1ccccc1)c1cc(Br)ccc1O)NCc1ccco1 (stereo unspecified) returned Tat transport 5, CDK5 p35 inh 0.3, AddAB inh 1.1, SUMO Mot1 rescue 26, Ecoli viability -0.9, HTR5A inv ctr 4, HTR5A ag -1, PKA-R2B act -8, DAGLB inh -45, phage Ecoli inh 1.6 and PKA-R1A act -5.
Screening CC(C#N)(Cc1ccccc1)Nc1ccccc1 (stereo unspecified) returned Tat transport -3, CDK5 p35 inh 0.5, AddAB inh 5.3, SUMO Mot1 rescue -17, Ecoli viability -3.0, HTR5A inv ctr 20, HTR5A ag 1, PKA-R2B act 8, DAGLB inh 1, phage Ecoli inh 4.5 and PKA-R1A act 1.
Cc1cccc(NC(=S)N=Nc2c(O)n(CN3CCOCC3)c3ccccc23)c1C was read as Tat transport 6, CDK5 p35 inh -6.2, AddAB inh -2.4, SUMO Mot1 rescue 39, Ecoli viability -1.2, HTR5A inv ctr 22, HTR5A ag -9, PKA-R2B act -1, DAGLB inh 9, phage Ecoli inh 0.0 and PKA-R1A act -1.
O=C(O)CCC(=O)N1CCN(Cc2ccc3c(c2)OCO3)CC1 was read as Tat transport -8, CDK5 p35 inh 3.0, AddAB inh 1.0, SUMO Mot1 rescue 2, Ecoli viability -2.5, HTR5A inv ctr -43, HTR5A ag 12*, PKA-R2B act 8, DAGLB inh 0, phage Ecoli inh 1.5 and PKA-R1A act -8.

High-throughput results (PubChem)

The order is random; overall some 2.3% were active at least once.
